TCR act – activators of T cell receptors; 330,000 tested, under 10 active; primary human leukocytes, anti-CD3, IL-2 HTRF, 48 h; Potency, µM (top dose mostly 9.22 µM), for inactives: at the highest dose activation of IL-2 secretion, most hits filed as activators; AID 504894; also: % of control where 0% means no effect
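HTRF read-out of IL-2 secretion: europium cryptate donor excited at 320nm, d2 acceptor emission at 665nm. Cells were primary human leukocytes incubated 48 hr with compounds and a-CD3 beads, supplying TCR signal only.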
USP2a block – inhibitors of human ubiquitin-specific protease USP2a | O75604 | USP2 core, Ub-CHOP2 coupled fluorogenic reporter, 485/531 | Potency, µM (doses to about 38.3 µM), for the others: top-dose activity change, negative = inhibition, actives largely listed as inhibitors | 0.01% of 330,000 active | AID 463254;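 also: potency is read from the fitted curve at half-maximal effect; plate controls were DMSO wells for no effect and full inhibition by NEM control for full effect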
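Cell-free coupled assay: 10nM USP2 core preincubated 30min RT with compound in Tris-HCl pH 8.0/CaCl2/CHAPS buffer, then 25nM Ub-CHOP2 and 25nM reporter substrate; fluorescence (Ex 485/Em 531) read after 60min RT, normalized to NEM inhibition, concentration-response curves fitted.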
Eya2 inh – inhibitors of human Eya2 phosphatase activity. O00167. recombinant Eya2, OMFP fluorescence dephosphorylation (OMFP is methylfluorescein phosphate). Potency, µM (titrated, usually from 76.9 µM), for the others: at the top dose activity, negative = inhibition, actives largely listed as inhibitors. 0.006% of 330,000 active. AID 488837; also: potency is read from the fitted curve at half-maximal effect; % is scaled to controls: 0 for no effect and ±100 for the full control effect
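Eya2 protein (added as 0.2 uM solution) was preincubated with compound for 10 min at ambient temperature in 50 mM HEPES pH 7.5, 50 mM NaCl, 5 uM MgCl2, 0.05% BSA, 1 mM DTT. OMFP (added at 50 uM) then reacted 10 min; fluorescence read at 485/525 nm.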
Mito fusion yeast – inhibitors of mitochondrial division or activators of mitochondrial fusion | S. cerevisiae fusion-defective mutant growth rescue, CellTiterGlo 48 h | Potency, µM (highest dose often 46.1 µM), for the others: at the top dose growth rescue (activation), hits mostly activators | 0.23% of 320,000 active | AID 485298;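 also: potency is read from the fitted curve at half-maximal effect; % of control where 0% means no effect; nearly all actives have a fitted effect of over 45% in size; temperature-sensitive fusion mutants such as fzo1-1 at 37 °C on non-fermentable ethanol glycerol medium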
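Compounds are tested for their ability to restore growth of mitochondrial fusion-defective yeast strains at non-permissive 37C in YPEG medium over 48 hours. Viability is quantified by luciferase luminescence.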
Tb PFK inh – inhibitors of T. brucei phosphofructokinase; Potency, µM (series often up to 57.5 µM), for the others: at the top dose activity, negative = inhibition, usual class: inhibitors; T. brucei PFK, ADP-Glo luminescence; 0.17% of 330,000 active;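 also: potency is read from the fitted curve at half-maximal effect; 0% = uninhibited 1x PFK enzyme wells and -100% = no-enzyme wells; nearly all actives have a fitted effect of over 60% in size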
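Luminescent ADP detection (ADP-Glo, two-step: ATP depletion then ADP-to-ATP conversion for luciferase) reported PFK activity after 45 min room-temperature reaction of 1.25 nM enzyme with 0.5 mM F6P and 0.1 mM ATP at pH 8.0.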
TSHR antag – blocks TSH signaling through the human TSH receptor; P16473; TSHR-expressing cells, TSH-stimulated cAMP HTRF, 2 h; hits give low values; activity change, negative = inhibition, % at 11.5 µM; 0.2% of 330,000 active; AID 504810;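 active = activity change below a set negative limit, meaning inhibition stronger than a set level, cut at about -70% in these data; inconclusive = activity change between two set negative limits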; also: % is scaled to controls: 0 for no effect and ±100 for the full control effect
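Freshly harvested TSHR cells receive pin-tooled compound, then EC80 TSH at 4nM final. After 2 hours at 37 deg C, antibody in lysis buffer and cAMP-d2 are added; 30 minutes at ambient temperature precede the HTRF read.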
ELG1 repair inh – blocks ELG1-dependent DNA repair in HEK293T cells. AID 504467. Potency, µM (highest dose often 46.1 µM), for the others: at the top dose activity change, negative = inhibition, actives largely listed as inhibitors. 2.3% of 330,000 active. HEK293T ELG1-luciferase reporter, luminescence, 16 h; DNA damage induced by 5-fluorouridine; also: potency is read from the fitted curve at half-maximal effect; % is scaled to controls: 0 for no effect and ±100 for the full control effect; nearly all actives have a fitted effect of over 55% in size
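5-Fluorouridine DNA damage + compound/DMSO, 2,000 cells/well, 16 h, 37 °C/5% CO2. ONE-Glo, 30 min RT, luminescence. Readout = decrease in reporter signal.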
Chronic BCR inh – blocks chronic active B-cell receptor signaling; ABC-DLBCL IkBa-CBG/CBR reporter, luminescence ratio, 4 h; AID 493014; Potency, µM (top dose mostly 46.1 µM), without a hit: at the top dose ratio change, negative = lower green/red ratio, most hits filed as inhibitors; 0.05% of 340,000 active; active = well fitted inhibition curve with a large enough effect in the signal ratio, with a control signal flat, not every such curve was filed as active; inconclusive = small, poorly fitted or top-dose-only effect, or effect the other way, or a change in a side signal; the % refers to the signal ratio;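 also: potency is read from the fitted curve at half-maximal effect; plate controls were basal doxycycline-induced cells for no effect and cells given 10 µM MG132 for full effect; MG132 reads +100%, hits lower the ratio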
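TMD8 ABC-DLBCL cells carrying doxycycline-inducible green luciferase fused to IkappaBalpha plus unfused red luciferase were exposed to compounds (up to 46 uM) for 4 hrs at 37C. Activity came from the overlap-corrected green/red luminescence ratio.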
uPA generation – inhibitors of cell surface uPA generation; cell surface uPA generation assay, qHTS; Potency, µM (top dose mostly 38.3 µM), for inactives: top-dose activity change, negative = inhibition, hits mostly inhibitors; 0.31% of 330,000 active; active = well fitted inhibition curve with a large enough effect; inconclusive = small, poorly fitted or top-dose-only effect; inactive = no such curve, though single readings can be large or run the other way; tested in mouse RAW 264.7 cells; also: potency is read from the fitted curve at half-maximal effect; % is scaled to controls: 0 for no effect and ±100 for the full control effect; nearly all actives have a fitted effect of over 55% in size
PTAP TSG101 blk – blocks PTAP/TSG101 interaction to inhibit HIV-1 budding. Fluorescence polarization, FITC-PTAP peptide / Tsg101 binding. Potency, µM (highest dose often 115 µM), without a hit: at the highest dose activity change, negative = inhibition, hits mostly inhibitors. Q99816. 340,000 tested, under 10 active; active = well fitted inhibition curve with a large enough effect in the main read-out, with a control signal flat, not every such curve was filed as active; inconclusive = small, poorly fitted or top-dose-only effect, or effect the other way, or a change in a side signal; inactive = no such curve, though single readings can be large or run the other way; also: potency is read from the fitted curve at half-maximal effect; % of control where 0% means no effect
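Fluorescence polarization binding of Tsg101 binding domain (10 uM final) to FITC-labeled PTAP peptide (50 nM final) in HEPES pH 7.5 buffer with NaCl, Tween 20, EDTA, TCEP. Compounds added before peptide; binding 20 min at RT.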
B2AR arrestin – beta2AR (human) beta-arrestin recruitment activity. Potency, µM (doses to about 46.1 µM), without a hit: at the highest dose activation, actives largely listed as activators. AID 492947. 0.02% of 330,000 active. beta-arrestin recruitment to beta2AR, cell-based reporter. P07550;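 also: potency is read from the fitted curve at half-maximal effect; 0% = DMSO controls and full agonism = EC100 isoproterenol or metaproterenol; nearly all actives have a fitted effect of over 65% in size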
An asterisk follows results filed as active; ? = inconclusive; nt = no result given; & = joins results of further samples; ! = repeats disagree; [ ] = remark or other dose. Unless noted, calls follow the shape of the dose curve; as a rule, active = well fitted curve in the direction sought with a large enough effect; inconclusive = small, poorly fitted or top-dose-only effect, or another doubt; inactive = no such curve, though single readings can be large; an effect the other way counts as inactive or inconclusive.

item	molecule	TCR act	USP2a block	Eya2 inh	Mito fusion yeast	Tb PFK inh	TSHR antag	ELG1 repair inh	Chronic BCR inh	uPA generation	PTAP TSG101 blk	B2AR arrestin
1	COc1ccc(-c2[nH]nc3c2C(c2ccccc2OC(=O)N2CCOCC2)C(C#N)=C(N)O3)cc1 (configuration not stated)	-2.9%	1.9%	8.9%	-2.5%	0.5%	-9.3	6.8%	-16.8%	nt	-4.3%	-0.4%
2	COC(=O)c1cc(NC(=O)CN2CCN(C(C)=O)CC2)cc(C(=O)OC)c1	5.6%	1.2%	-1.8%	-4.9%	-3.2%	-3.9	-3.6%	-12.4%	nt	-3.5%	-0.1%
3	O=C(CSc1nccc(=O)[nH]1)N1N=C2/C(=C/c3ccco3)CCCC2C1c1ccco1 (configuration not stated)	-2.0%	?	8.9%	-14.5%	-27.9%	11.5	4.5%	?	-5.5%	-3.6%	0.9%
4	O=C(NCc1ccc2c(c1)OCO2)C1CC(=O)N(c2ccc(F)cc2)C1 (configuration not stated)	2.3%[46.1 µM]	-0.9%	6.4%	2.4%	-11.7%	8.7	4.2%	6.5%	4.0%	-4.4%	0.1%
5	Cc1ccc(-c2csc3ncnc(SCC(=O)Nc4nnc(C)s4)c23)cc1	3.2%	0.6%	8.9%	-10.5%	-2.4%	-5.4	-1.5%	9.4%	nt	-2.6%	-1.0%
6	O=C(NCCN1CCCC1)C1CC(=O)N(C2CCCCC2)C1 (configuration not stated)	-1.2%	4.1%	8.5%	-2.4%	-1.0%	15.3	2.0%	2.2%	2.5%	-2.4%	0.2%
7	Cc1c(/C=N/n2cnnc2)c2ccccc2n1C	nt	0.5%	-0.5%	-5.2%	2.9%	0.6	-1.2%	-0.2%	4.0%	1.0%	-0.2%
8	Cc1ccc2c(c1)N(C(=O)CCC(=O)N1CCc3ccccc3C1)CCO2	2.6%	1.3%	-9.4%	-1.8%	7.3%	9.0	5.3%	13.5%	-1.2%	4.3%	-0.7%
9	CC(=O)NC1(C(F)(F)F)C(=O)NC(C)=C1C#N (configuration not stated)	-5.0%	3.2%	-8.6%	-1.3%	-10.0%	6.6	11.3%	5.2%	-2.4%	-4.8%	-0.9%
10	Cc1ccc(N2C(=O)N(CC(=O)Nc3ccc(C)c(C)c3)C(=O)C2C)cc1 (configuration not stated)	-24.9%	-0.6%	-23.5%	13.9%	-1.9%	-3.5	3.9%	8.0%	21.5%	1.4%	0.1%
11	CC12CCC(C/C1=N\OC(=O)c1c(F)cccc1F)C2(C)C (configuration not stated)	-3.1%	1.1%	-8.1%	0.4%	1.6%	16.2	0.3%	0.1%	4.1%	-8.5%	0.5%
12	Cc1cc(C)c(/C=C2\C(=O)Nc3ccccc32)[nH]1	2.0%	5.4%	?	16.4µM*!	0.3%	-21.0&-12.3	0.0%	?	?	?	0.1%
13	O=C(Cn1c(=O)sc2ccccc21)OC(CCl)CCl	-0.8%[46.1 µM]	0.3%	1.9%	5.9%	-1.1%	33.9	-7.4%	8.4%	3.7%	-8.2%	0.1%
14	COc1ccnc(CSC(N)=Nc2ccccc2C(F)(F)F)c1	-3.4%[46.1 µM]	2.6%	0.2%	-3.5%	-0.2%	3.7	?	?	-3.6%	0.3%	-0.4%
15	CN(C)c1cccc(C(=O)NNC(=O)/C=C/c2cccs2)c1	26.4%	2.1%	19.5%	3.1%	5.3%	6.0	16.4%	-0.2%	11.4%	2.1%	0.3%
16	Cc1cc(C)cc(N2C(=O)CN(Cc3ccccc3)C2=S)c1	-9.7%	1.3%	-7.7%	6.6%	0.2%	-5.4	3.1%	1.7%	-1.7%	0.0%	0.2%
17	O=C(CN1CCCCCC1)N/N=C/c1cccc(Cl)c1Cl	4.6%[46.1 µM]	3.3%	-10.8%	8.2%	0.7%	13.7	?	-2.7%	-1.6%	-0.7%	-0.2%
18	COc1ccc(OC)c(S(=O)(=O)N2CCC(C(=O)NCCc3ccccc3)CC2)c1	1.1%	0.1%	0.0%	0.0%	1.2%	5.8	21.8%	1.7%	5.5%	-4.4%	-0.2%
19	CCOC(=O)COc1ccc(Cl)cc1C1NC(=O)NC(C)=C1C(C)=O (configuration not stated)	-13.5%	-3.0%	-9.9%	-9.7%	-3.1%	15.7	?	-1.3%	-1.6%	-0.4%	0.3%
20	CN1CCc2c(sc(NC(=O)c3cc4cc([N+](=O)[O-])ccc4s3)c2C(N)=O)C1	nt	2.1%	-8.5%	-0.6%	4.9%	4.5	?	?	nt	nt	0.0%

item	molecule	TCR act	USP2a block	Eya2 inh	Mito fusion yeast	Tb PFK inh	TSHR antag	ELG1 repair inh	Chronic BCR inh	uPA generation	PTAP TSG101 blk	B2AR arrestin
21	CC1=C/C(=N\OS(=O)(=O)c2ccccc2)C(C(C)C)=CC1=O	1.6%[46.1 µM]	1.4%	0.5%	-11.9%	-1.0%	-84.5*	?	?	-10.8%	0.5%	?
22	COc1ccc2[nH]cc(C(O)CN3CCN(c4ccccc4)CC3)c2c1 (configuration not stated)	nt	0.8%	3.8%	-4.1%	-2.6%	15.8	-20.8%	?	nt	nt	-1.1%
23	O=C(Nc1ccc(Cl)c(Cl)c1)N1CCOCC1	-0.3%	2.3%	-6.6%	14.1%	-13.8%	0.5	28.3%	?	4.6%	-4.4%	-0.4%
24	O=C1C(=O)N2C(=C1C(=O)N1CCCCCC1)c1ccccc1CC21CCCC1	1.7%	1.7%	4.9%	?	-3.6%	8.5	-2.5%	13.2%	6.5%	-0.1%	-0.3%
25	COc1ccc(N(CC(=O)N2c3ccccc3CC2C)S(=O)(=O)c2c(C)noc2C)cc1 (configuration not stated)	6.5%	2.2%	-10.5%	?	4.5%	-5.5	-12.5%	?	5.1%	-1.9%	0.0%
26	CCOc1ccc(Nc2nc(N3CCCCC3)nc(N3CCCCC3)n2)cc1	-2.7%	2.1%	3.5%	1.4%	-4.8%	4.3	1.8%	1.1%	7.2%	-2.6%	-1.9%
27	O=C1c2ccccc2NC(c2ccccc2)N1Cc1ccco1 (configuration not stated)	-0.1%	1.1%	19.9%	1.1%	0.6%	-12.2	2.9%	-0.2%	-3.6%	-3.4%	0.0%
28	Cc1ccc(C(=O)C2CCN(S(=O)(=O)c3ccc(C(=O)O)cc3)CC2)cc1	0.5%	1.1%	4.0%	3.1%	-1.8%	-9.6	8.0%	2.1%	2.8%	-4.6%	-0.5%
29	COc1ccccc1C(=O)Nc1cc(C)c(OCC(=O)N2CCOCC2)c(C)c1	-7.9%	1.6%	8.7%	-0.3%	-2.8%	-1.1	3.5%	-0.7%	-6.4%	-1.1%	0.1%
30	COc1ccc(CCC(=O)Nc2cnc3ccccc3c2)cc1	-2.3%	3.0%	10.8%	-0.1%	0.1%	-43.5	?	9.4%	1.5%	-1.9%	-0.8%
31	Cc1cccc(N(Cc2cc3ccccc3[nH]c2=O)S(=O)(=O)c2ccccc2)c1	-2.4%[46.1 µM]	-0.3%	-7.7%	-3.2%	0.1%	-6.7	?	-1.7%	1.4%	0.1%	-0.2%
32	O=C(CCCn1c(=O)[nH]c2ccsc2c1=O)N1CCN(Cc2ccc3c(c2)OCO3)CC1	0.4%[46.1 µM]	0.9%	4.1%	-1.5%	2.5%	-10.0	?	-1.4%	5.8%	-3.3%	0.2%
33	O=C(Nc1ccc(N2CCOCC2)cc1)C1CCN(C(=O)OCc2ccccc2)CC1	6.5%	2.8%	-2.3%	2.4%	0.1%	-3.8	-8.8%	-0.8%	4.8%	-1.1%	-0.7%
34	CCn1nc(NS(=O)(=O)c2ccc(NC(C)=O)cc2)c2cc3ccccc3nc21	1.2%	1.5%	-1.7%	1.3%	6.5%	-12.1	1.2%	?	3.8%	-0.5%	0.7%

Bioassay records from PubChem BioAssay.
